# NTR1 ag: NTR1-driven beta-arrestin-GFP spot formation – imaging, U2OS cells, high content, primary screen (AID 493036). P30989. agonist mode. activation, % at 20 µM. 330,000 compounds, 0.17% hits;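 active = activation at or above 40% of the spot to cytoplasm intensity ratio, with at least 20 cells analyzed; inconclusive = wells under 20 cells, flagged as cytotoxic or low count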;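 note: 0% = DMSO without peptide and 100% = 100 nM NTR1 peptide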
# Target sequence (P30989 whole entry, looked up): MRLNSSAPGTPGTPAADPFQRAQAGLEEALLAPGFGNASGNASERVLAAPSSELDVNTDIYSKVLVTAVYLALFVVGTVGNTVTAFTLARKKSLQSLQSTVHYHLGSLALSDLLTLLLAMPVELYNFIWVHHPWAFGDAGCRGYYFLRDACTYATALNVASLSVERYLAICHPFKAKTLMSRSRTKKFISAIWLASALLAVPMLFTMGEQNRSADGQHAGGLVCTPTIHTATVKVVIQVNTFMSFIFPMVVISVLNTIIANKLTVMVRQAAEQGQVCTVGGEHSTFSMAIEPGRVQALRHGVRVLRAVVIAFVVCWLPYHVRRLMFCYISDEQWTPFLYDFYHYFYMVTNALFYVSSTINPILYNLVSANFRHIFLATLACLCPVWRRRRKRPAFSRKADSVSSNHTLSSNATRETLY
# GPR55 activation: GPR55 agonists via beta-arrestin recruitment, primary screen, imaging, U2OS cells, beta-arrestin-GFP redistribution (AID 1961); U2OS GPR55 beta-arrestin-GFP redistribution imaging; higher % means a stronger effect; activation, % at 10 µM; hits with a dose series show EC50 in µM; 290,000 compounds, 0.048% hits;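 active = activation above 40% with more than 50 cells counted in the well; inconclusive = wells holding fewer than 50 cells, flagged as toxic or sparse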;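 note: U2OS osteosarcoma cells stably expressing GPR55 and beta-arrestin-GFP; plate controls were DMSO negative control for no effect and LPI positive control for full effect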
# GPR55 LPI antagonism: inhibition of LPI-stimulated GPR55 beta-arrestin translocation – imaging, U2OS, beta-arrestin-GFP, LPI agonist, primary screen (AID 2013) | 290,000 compounds, 0.13% hits | inhibition, % at 10 µM; hits with a dose series show IC50 in µM | U2OS GPR55 beta-arrestin-GFP translocation imaging, LPI antagonism; higher % means a stronger effect;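 active = spots per cell inhibited over 60%, with over 100 cells counted and total cytoplasm intensity under 500,000; inconclusive = wells with under 100 cells, flagged as likely toxic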;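 note: U2OS cells stably carrying GPR55 and arrestin-GFP stimulated by 5 µM LPI near EC80; imaged beta-arrestin-GFP aggregate spots per cell after agonist stimulation; plate controls were LPI-stimulated DMSO wells for no effect and DMSO wells without LPI for full effect; some results filed as inactive read as strong as hits; confirmed hits need IC50 under 10 µM and bright autofluorescent wells are also inconclusive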
# Yfh1-off respiration: enhancers of respiration in Yfh1-depleted yeast, dose response, Friedreich's ataxia, plus single-dose screen (AID 1465); S. cerevisiae Yfh1-off respiration, WST-1 reduction, 72 h; higher fold induction means a stronger effect; fold induction at 50 µM; hits with a dose series show EC50 in µM; 220,000 compounds, 0.074% hits;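 active = fold induction of absorbance versus untreated yeast above a set limit, then at least 30% activation at any dose in follow-up; inconclusive = repeats straddling the limit, or above it without dose testing; inactive = fold induction below the set limit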;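 note: activators that raise dye reduction in frataxin-depleted yeast; strong numbers were not always called active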
# Rac1 GTP hydrolysis: MgcRacGAP GTPase-activating activity inhibitors, confirmation, biochemical, ADP Hunter fluorescence; MgcRacGAP-stimulated Rac1 GTP hydrolysis, ADP Hunter fluorescence; higher % means a stronger effect; GST-tagged Rac1 F28L mutant substrate; inhibition, % at 30 µM; hits with a dose series show IC50 in µM; 340,000 compounds, 0.6% hits; AID 624330;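 active = first-screen hits whose inhibition reached a set limit at any dose in the follow-up dose series; inconclusive = inhibition above the set first-screen limit but never retested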;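 note: fluorescence reports GDP produced by GAP-driven GTP hydrolysis; strong numbers were not always called active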
# GPR35 arrestin U2OS: inhibition of zaprinast-stimulated GPR35 beta-arrestin translocation – imaging, U2OS, beta-arrestin-GFP, zaprinast agonist, primary screen (AID 2058) | U2OS GPR35 beta-arrestin-GFP translocation imaging, zaprinast antagonism; higher % means a stronger effect | one-dose inhibition, % at 10 µM; IC50 in µM for titrated hits | 290,000 compounds, 0.052% hits;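 active = inhibition of at least 50% with at least 30 cells and total cytoplasm GFP at most 10,000,000; inconclusive = under 30 cells or total GFP of 10,000,000 plus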
# Dengue-2 NS5 capping: flavivirus cap methylation enzyme inhibition – biochemical, confirmation dose response, primary screen (AID 588689) | Dengue-2 NS5 methyltransferase capping enzyme assay, biochemical; higher % means a stronger effect | 340,000 compounds, 0.3% hits | inhibition, % at 25 µM; hits with a dose series show IC50 in µM; in the data active = a potency from the dose series; inconclusive = inhibition above about 29% without an active follow-up result
# AID2073: inhibitors of Mint1-CaV2.2 protein interaction, biochemical, HTRF (AID 2073). HTRF protein-protein interaction, Mint1-CaV2.2; higher % means a stronger effect. one-dose inhibition, % at 20 µM; IC50 in µM for titrated hits. 290,000 compounds, 0.19% hits; in the data active = inhibition mostly above about 51%, no sharp cut-off; inconclusive = no clear call, values can overlap the other calls; inactive = mostly below about 53%; note: some results filed as inactive read as strong as hits
# SV40 large T antigen: SV40 large T antigen inhibitors, biochemical (AID 1903) | 310,000 compounds, 0.39% hits | inhibition, % at 20 µM, or IC50 in µM where a hit was titrated | SV40 large T antigen ATPase/helicase inhibition assay; higher % means a stronger effect; in the data active = a potency from the dose series; inconclusive = inhibition mostly from about 32% at the one dose, without a potency; inactive = the rest, 99 in 100 with inhibition below about 32%; note: strong numbers were not always called active
# NTR1 ag cell count 20 µM: also measured in NTR1 ag; calls as there; cell count; measured here: cell count, cytotoxicity flag
# Dengue-2 NS5 capping pilot replicate: second read-out of Dengue-2 NS5 capping, no call of its own (marks repeat the call); inhibition, %; measured here: pilot screen replicate inhibition
# An asterisk follows results filed as active; i = inactive; ? = inconclusive; / = not tested or not shown.
SMILES,NTR1 ag,NTR1 ag cell count 20 µM,GPR55 activation,GPR55 LPI antagonism,Yfh1-off respiration,Rac1 GTP hydrolysis,GPR35 arrestin U2OS,Dengue-2 NS5 capping,AID2073,SV40 large T antigen,others
COC(=O)C(C#N)c1nc2ccccc2nc1N1CCCC1 (stereo not drawn),-1.5,49,-0.1%,2%,i,-5%,2%,?,-1%,31%,
CCOc1ccc(NC(=O)c2cccc3c2C(=O)N(CCOC)C3)cc1,1.5,77,0.3%,12%,i,5%,14%,-4%,2%,1%,
COc1ccc(-c2cc3nc(-c4ccccc4)cc(N4CCCC(O)C4)n3n2)cc1 (stereo not drawn),16,81,0.5%,7%,i,15%,-21%,-6%,?,/,
COc1ccc(N(CC(=O)NCCc2ccc(S(N)(=O)=O)cc2)S(=O)(=O)c2c(C)noc2C)cc1,-0.6,55,-0.1%,14%,/,-4%,-4%,-11%,-8%,17%,
Cc1ccc(NC(=O)CN(C(=O)N2CCN(C)CC2)S(=O)(=O)c2ccc(C)cc2)cc1,-0.1,63,/,/,/,9%,/,0%,/,10%,
Cc1ccsc1/C=N/n1cnnc1,1.8,48,-0.1%,4%,i,2%,6%,-5%,5%,11%,
c1csc(-c2noc(CN3CCN4CCCC4C3)n2)c1 (stereo not drawn),0.0,49,0.6%,5%,i,4%,0%,0%,11%,1%,
CCOC(=O)c1oc2nc(C(C)C)c3c(c2c1N)CCC3,-0.2,90,-0.1%,0%,i,5%,-1%,0%,30%,18%,
Cc1ccccc1OCC(=O)N/N=C/c1cn(C)c2ccccc12,12,48,-0.1%,11%,i,5%,6%,7%,-5%,3%,
Cc1cc(NC(=O)CN2CCN(Cc3ccccc3)CC2)nc2c1c(=O)oc1ccccc12,4.3,41,-0.1%,-15%,/,/,2%,/,14%,-2%,
O=C(O)CN=C(NS(=O)(=O)c1ccc(Cl)cc1)c1ccc(F)cc1,0.4,43,0.2%,13%,i,2%,15%,-5%,2%,8%,
O=C(N/N=C/c1ccc2c(c1)OCO2)c1cccc2ccccc12,-0.7,42,0.2%,-4%,/,6%,-3%,-7%,5%,3%,
Cn1cc(C(CC(=O)O)C(=O)O)c2ccccc21 (stereo not drawn),0.8,48,-0.1%,10%,i,9%,-12%,0%,3%,10%,
CC1=C(C(=O)OCC2CCCO2)C(c2coc3ccccc3c2=O)C2=C(CC(C)(C)CC2=O)N1 (stereo not drawn),-0.4,29,0.0%,6%,i,1%,-16%,-13%,12%,8%,
COc1ccc(OC)c(NC(=O)c2cc3c(=O)n4ccccc4nc3n2C)c1,2.4,62,0.0%,9%,i,5%,-13%,-3%,29%,17%,
COc1ccc(CCNC(=O)C2CCCN(Cc3nc(-c4ccccc4C)oc3C)C2)cc1OC (stereo not drawn),0.6,76,-0.1%,25%,/,6%,-9%,5%,-5%,1%,Dengue-2 NS5 capping pilot replicate=-2.6
C=CCn1c(=N)n(CC(=O)OCC)c2ccccc21,-0.6,51,0.3%,24%,/,-6%,11%,-2%,1%,1%,
Cn1c(=O)n(CC(=O)O)c(=O)c2c1nc1n2CCCN1CCc1ccccc1,-0.1,59,0.3%,13%,/,6%,6%,0%,8%,8%,
CCOc1ccc(C(=O)Nc2nccs2)cc1[N+](=O)[O-],-1.0,59,-0.2%,-1%,i,9%,-6%,-4%,7%,-37%,
COC(=O)Cn1c(=O)c2c(nc3n2CC(C)CN3CCc2ccccc2)n(C)c1=O (stereo not drawn),0.8,105,1.9%,8%,/,/,6%,-7%,6%,/,
CCCCCCSc1ccc([C@H]2N[C@@](CC(C)C)(C(=O)OC)[C@H]3C(=O)N(CC)C(=O)[C@@H]23)cc1,2.2,53,/,/,/,8%,/,3%,/,11%,
C[C@@H]1CC[C@]2(O[C@@H](CCO)C[C@@H](O)[C@@H]2O)O1,-3.0,98,-0.1%,13%,i,3%,6%,-1%,35%,5%,
COC(=O)CNC(=O)CSc1nnc(C)c(=O)[nH]1,-1.2,59,-0.2%,-8%,i,7%,12%,1%,1%,16%,
Cc1ccc(C)c(N2CCN(CCCNC(=O)Cn3c(=O)c4cccn4c4cccnc43)CC2)c1,-0.2,63,0.6%,6%,/,2%,8%,-13%,3%,10%,
NC(=O)c1c(NC(=O)Cn2nc(C(=O)O)c3ccccc3c2=O)sc2c1CCC2,9.7,57,-0.2%,10%,i,13%,12%,3%,20%,7%,
CCCCN(C)CCNC(=O)c1nn(-c2ccc(OC)cc2)c(=O)c2c1c1ccccc1n2C,3.0,90,-0.2%,8%,i,8%,-1%,-14%,6%,0%,
O=C(NCC(=O)N1CCCC1C(=O)O)OC1CCCCC1 (stereo not drawn),-0.9,49,-0.4%,6%,i,-1%,15%,5%,4%,3%,
O=C1c2ccccc2C(=O)C1c1ccccc1,-2.0,63,0.5%,17%,i,-1%,5%,1%,0%,-1%,
COc1cccc(NC(=O)c2cccc(N3C(=O)C4CCC(C)CC4C3=O)c2)c1 (stereo not drawn),0.5,39,0.4%,10%,/,5%,-5%,-10%,10%,5%,
COc1ccccc1CCNS(=O)(=O)c1cn(C)nc1C,-0.5,58,-0.1%,0%,/,2%,-1%,-6%,13%,13%,
N#CCn1c(Cc2ccccc2)nc2ccccc2c1=O,1.5,73,-0.1%,-6%,/,6%,14%,-6%,-2%,11%,
Cc1cnc(SCc2ccc(Cl)cc2Cl)[nH]c1=O,1.2,48,-0.1%,8%,i,-1%,8%,3%,19%,26%,
Cc1cccc2c1-c1sc(C(=O)NCCCN3CCC(C)CC3)cc1CO2,6.5,44,-0.1%,10%,/,14%,1%,-6%,39%,13%,
CSc1ccc(/C=C2\C(=N)N3N=C(CC(=O)N4CCOCC4)SC3=NC2=O)cc1,/,/,0.3%,12%,/,-13%,2%,1%,8%,19%,
Cc1nc2c(Br)c(C)nn2c2c1CCC2,3.5,65,-0.3%,-11%,i,8%,-4%,1%,16%,5%,
COc1cccc(CNC(=O)c2ccc(C)c(S(=O)(=O)N3CCOCC3)c2)c1,-0.4,58,/,/,/,7%,/,-13%,/,22%,
CN(C)CCOC(C1CCCCC1)C1CCCCC1,1.8,58,-0.1%,23%,i,5%,-3%,-1%,-1%,9%,
Cc1cc(C(=O)Nn2cnnc2)cs1,2.2,55,-0.2%,5%,i,7%,10%,-9%,-4%,2%,
Cc1ccc2nc(-c3ccccc3)cc(C(=O)NCCCn3ccnc3)c2c1,0.7,79,-0.1%,-8%,i,5%,5%,-6%,?,4%,
CN1CCN(C(=O)CCNC(=O)Cn2cnc3ccccc3c2=O)CC1,-1.1,53,-0.2%,-17%,/,9%,8%,0%,-4%,6%,
COc1ccc(NC(=O)c2[nH]c(C)c(C(C)=O)c2C)cc1S(=O)(=O)N1CCOCC1,2.9,42,-0.2%,-2%,i,6%,-7%,-3%,-4%,9%,
CCc1cc(C(=O)c2ccc(OC)cc2)c(NC(=O)CN2CCN(C)CC2)s1,-0.5,65,-0.1%,0%,i,11%,-4%,2%,4%,0%,
CC(C)C(=O)Nc1nnc(S(=O)(=O)N2CCCc3ccccc32)s1,-0.7,72,0.3%,6%,/,13%,-1%,-4%,-1%,/,
CCc1nc(SCC(=O)Nc2cccc3ccccc23)[nH]c(=O)c1C,0.2,39,-0.1%,-3%,/,5%,2%,-3%,-2%,13%,
CCO[C@@H]1OC(C(=O)NCc2ccccc2)=C[C@H](C2CCCCC2)[C@H]1CCCO,22,85,-0.2%,20%,i,3%,-10%,-2%,-22%,5%,
COC(=O)c1cc(NC(=O)Cc2ccccc2[N+](=O)[O-])cc(C(=O)OC)c1,-0.4,52,-0.2%,-2%,i,6%,4%,-1%,6%,2%,
O=C(COc1ccc(-n2cnnn2)cc1)NC1CCCCC1,-1.4,76,-0.2%,-7%,i,5%,-9%,-5%,13%,8%,
CCN1CCN(C(=S)c2ccc(Cl)cc2)CC1,0.1,87,0.3%,4%,i,?,-23%,-15%,-9%,18%,
CC1CCN(S(=O)(=O)c2ccc(C(=O)OCc3ccc4c(c3)OCO4)cc2)CC1,8.5,69,-0.1%,5%,i,-8%,5%,-5%,3%,2%,
Cc1ccc(N2C(=O)C3N=NN(CC(=O)N4N=C(c5cccc6ccccc56)CC4c4ccccc4)C3C2=O)cc1 (stereo not drawn),-1.4,102,0.6%,2%,i,4%,8%,0%,28%,6%,

# Next section:
SMILES,NTR1 ag,NTR1 ag cell count 20 µM,GPR55 activation,GPR55 LPI antagonism,Yfh1-off respiration,Rac1 GTP hydrolysis,GPR35 arrestin U2OS,Dengue-2 NS5 capping,AID2073,SV40 large T antigen,others
Cc1ccccc1N1C(=O)c2cccc3c(N(C)CCO)ccc(c23)C1=O,-1.0,47,-0.2%,-1%,?,4%,15%,?,20%,10%,
Cc1cc(C)n(C(=O)c2ccc(C)c(S(=O)(=O)N3CCOCC3)c2)n1,0.8,29,0.3%,6%,i,-7%,-6%,-5%,-9%,-1%,
O=C(Nc1ccccc1Cl)c1ccc(-c2ccccn2)s1,-0.2,35,0.2%,5%,i,-4%,0%,5%,6%,8%,
O=C(O)c1ccccc1CSc1nc2ccccc2n1Cc1ccccc1C(=O)O,-0.8,76,-1.2%,9%,i,4%,-5%,-4%,0%,27%,
Cc1[nH]c2ccccc2c1/C=N/NC(=O)CNC(=O)Cc1ccccc1,0.1,71,-0.2%,-14%,/,11%,20%,-9%,4%,-9%,
NS(=O)(=O)c1ccc(CCNC(=O)NC2(C(F)(F)F)Oc3ccccc3O2)cc1,1.9,73,-0.1%,-8%,i,1%,-10%,-8%,-9%,1%,
O=C(NC(NC(=S)Nc1ccccc1)C(Cl)(Cl)Cl)c1cccc(Cl)c1 (stereo not drawn),5.0,49,-0.1%,7%,i,4%,-2%,-12%,-19%,13%,
COC(=O)c1ccc(NC(=S)NCCc2ccccc2C)cc1,2.5,39,?,4%,i,6%,-9%,-4%,6%,3%,

# Screening data deposited in PubChem by several laboratories.
